Source: PubChem BioAssay
Yfh1-off respiration: enhancers of respiration in Yfh1-depleted yeast, dose response, Friedreich's ataxia, plus single-dose screen (AID 1465). one-dose fold induction at 50 µM; EC50 in µM for titrated hits. actives 0.074% (n = 220,000). S. cerevisiae Yfh1-off respiration, WST-1 reduction, 72 h; higher fold induction means a stronger effect;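 active = fold induction of absorbance versus untreated yeast above a set limit, then at least 30% activation at any dose in follow-up; inconclusive = repeats straddling the limit, or above it without dose testing; inactive = fold induction below the set limit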;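 also: activators that raise dye reduction in frataxin-depleted yeast; strong numbers were not always called active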
West Nile virus CPE: West Nile virus antiviral activity, cell-based, CPE readout (AID 1621); West Nile virus-infected cells, CPE inhibition; higher % means a stronger effect; actives 0.02% (n = 290,000); CPE inhibition, % at 10 µM; hits with a dose series show IC50 in µM; in the data active = a potency from the dose series; inconclusive = CPE inhibition mostly from about 3.7% at the one dose, without a potency; inactive = the rest, 99 in 100 with CPE inhibition below about 2.2%; also: strong numbers were not always called active
XIAP antagonists: XIAP antagonists, biochemical, IAP family, fluorescence polarization (AID 1018); actives 0.007% (n = 200,000); displacement, % at 20 µM, or IC50 in µM where a hit was titrated; E3 ubiquitin-protein ligase XIAP (Homo sapiens); XIAP BIR domain, fluorescence polarization peptide displacement; higher % means a stronger effect; in the data active = displacement above about 50%; also: a part of the inactive calls stands beside numbers as strong as those of hits
K1F lysis inhibition: inhibition of K1F phage lysis, E. coli UTI89, bacterial capsule biogenesis inhibitors, alamar blue (AID 488966) | inhibition, % at 100 µM; hits with a dose series show IC50 in µM | actives 0.02% (n = 340,000) | E. coli UTI89 K1F phage lysis, alamar blue, 2 h; higher % means a stronger effect;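 active = phage lysis inhibition, versus mean bacterial control, above a set limit; inconclusive = no clear call, values can overlap the other calls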;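 also: capsule biogenesis inhibitors block K1F phage lysis so surviving cells raise fluorescence; higher fluorescence means more inhibition of phage lysis; actives were called in the ten point dose series up to 300 µM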
Large T inhibition: SV40 large T antigen inhibitors, biochemical (AID 1903). SV40 large T antigen ATPase/helicase inhibition assay; higher % means a stronger effect. one-dose inhibition, % at 20 µM; IC50 in µM for titrated hits. actives 0.39% (n = 310,000); in the data active = a potency from the dose series; inconclusive = inhibition mostly from about 32% at the one dose, without a potency; inactive = the rest, 99 in 100 with inhibition below about 32%; also: strong numbers were not always called active
Dengue-2 NS5 capping: Dengue-2 NS5 methyltransferase inhibitors, primary screen, biochemical, confirmation dose response (AID 588689); actives 0.3% (n = 340,000); Genome polyprotein (Dengue virus type 2 (strain 16681-PDK53)); Dengue-2 NS5 methyltransferase capping enzyme assay, biochemical; higher % means a stronger effect; inhibition, % at 25 µM; hits with a dose series show IC50 in µM; in the data active = a potency from the dose series; inconclusive = inhibition above about 29% without an active follow-up result
WT yeast gro inh: growth inhibition of WT strain, primary screen, mitochondrial fusion inhibitor project, WT and mutant strains, chemical genetic; mitochondrial fusion phenotypic screen; inhibition, % at 10 µM; actives 2.1% (n = 190,000); AID 1362, 2008; in the data active = inhibition above about 58%; tested in S. cerevisiae
CSM14.1 death rescue: rescue of cells from ER stress-induced death, primary screen, 384-well, CSM14.1, thapsigargin, ATP luminescence (AID 1222); cellular ATP content (survival), % at 20 µM; hits with a dose series show EC50 in µM; 190,000 tested, under 10 active; CSM14.1 thapsigargin-induced death rescue, ATP luminescence; higher % means a stronger effect;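 active = EC50 below 50 µM in the dose-response confirmation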;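 also: death triggered by thapsigargin at about 15 µM added after 2 h compound pretreatment; cell ATP read after overnight thapsigargin exposure of roughly 18 to 22 hours; normalized against plate controls of thapsigargin alone and 5% DMSO vehicle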
RSV CPE inhibition: RSV antiviral activity via CPE protection, HEp-2 cells, primary 10 µM value included (AID 2391). HEp-2 cells, RSV-induced CPE inhibition; higher % means a stronger effect. CPE inhibition, % at 10 µM; hits with a dose series show IC50 in µM. actives 0.13% (n = 310,000); in the data active = a potency from the dose series; inconclusive = CPE inhibition mostly from about 23% at the one dose, without a potency; inactive = the rest, 99 in 100 with CPE inhibition below about 21%; also: strong numbers were not always called active
WT yeast gro inh mutant strain: second read-out of WT yeast gro inh, no call of its own (marks repeat the call); inhibition, %; mitochondrial fusion phenotypic screen, mutant strain inhibition
Dengue-2 NS5 capping pilot replicate: second read-out of Dengue-2 NS5 capping, no call of its own (marks repeat the call); inhibition, %; measured here: pilot screen replicate inhibition
The depositor's hits bear a star; i = inactive; ? = inconclusive; . = no result given; [ ] = remark or other dose. Hits appear at their usual frequency; overall some 2.2% were active at least once.

SMILES	Yfh1-off respiration	West Nile virus CPE	XIAP antagonists	K1F lysis inhibition	Large T inhibition	Dengue-2 NS5 capping	WT yeast gro inh	WT yeast gro inh mutant strain	CSM14.1 death rescue	RSV CPE inhibition	others
CCc1nnc(NC(=O)CN2CCN(c3cccc(OC)c3)CC2)s1	i	-0.3%	-6.8%	-0.1%	14.0%	-6.9%	12.4	4.7	-2.3%	1.7%
COc1ccc(NC(=O)NCCc2ccc(Cl)cc2)cc1OC	i	-0.8%	-5.7%	0.1%	2.5%	-13.2%	15.4	-9.2	0.8%	3.3%
CCOC(=O)C1CCN(Cc2cc(Cl)c3ccccc3c2O)CC1	.	0.6%	.	-0.9%	5.3%	0.7%	.	.	.	1.1%
O=C(Nc1ccc(F)cc1)c1cc(S(=O)(=O)N2CCOCC2)cs1	.	0.4%	.	1.7%[50 µM]	1.3%	2.6%	.	.	.	10.2%
Fc1cccc(Nc2ncnc3sccc23)c1	.	1.8%	.	0.4%	3.9%	-2.0%	.	.	.	6.9%
CCOC(=O)NC(=O)CSc1cc(C)c2cc(C)cc(C)c2n1	i	-0.5%	-9.6%	-0.3%	18.0%	-7.2%	22.7	-5.7	-1.5%	3.7%
O=C(NC(=S)NCc1ccccc1)C1CC1	i	0.0%	-0.9%	.	8.2%	.	7.9	7.6	10.3%	-0.3%
Cc1cc(=O)[nH]c(N/N=C/c2ccc(C)o2)n1	i	-0.8%	-3.5%	0.9%[50 µM]	22.9%	-1.9%	-3.4	-12.3	-2.6%	1.2%
CCOC(=O)c1ccc(OCC(=O)c2ccc(O)cc2O)cc1	i	0.2%	-1.6%	12.6%	2.4%	16.1%	-13.5	-102.7	-1.1%	5.0%
Nc1nnn(CC(=O)N/N=C/c2cccc(Cl)c2)n1	i	0.1%	.	1.3%	11.3%	-11.7%	.	.	.	1.0%
Cn1ncc(Br)c1C(=O)Nc1ccc(Cl)cn1	i	0.1%	-2.2%	1.6%	3.2%	0.0%	-4.2	-10.8	-0.7%	4.4%
CC(=O)OC1=C(O)C(=O)c2ccccc2C1=O	i	0.2%	.	.	10.8%	.	.	.	.	2.0%
O=C(CN1CCN(Cc2ccccc2F)C1=O)NCc1ccco1	i	0.5%	-1.5%	0.1%	11.8%	-8.2%	3.2	7.0	-1.4%	0.9%
CCOc1ccc(C2C(C#N)=C(N)SC(N)=C2C#N)c(OCC)c1	i	0.1%	-0.6%	-0.5%	11.2%	?	1.9	15.9	-1.3%	1.0%
O=C(Nc1ccc(Cc2ccncc2)cc1)c1ccco1	i	0.2%	1.1%	-0.4%	9.9%	2.0%	-12.0	-3.4	1.1%	1.9%
CC(C)Sc1ncnc2c1oc1ccccc12	i	2.2%	-2.9%	9.2%	8.3%	-3.3%	23.0	32.5	-0.7%	0.8%
CCN(CC)CCn1c2ccccc2c2nc(C)sc21	.	.	-5.6%	1.0%	16.3%	1.6%	-5.3	-19.9	-0.8%	-0.1%
FC(F)(F)c1cccnc1Oc1ccc(C2=NCCS2)cc1	i	0.5%	.	-0.4%	5.8%	-6.1%	.	.	.	1.3%
CC(C)NC(=S)N/N=C/c1sc(N2CCCCC2)nc1-c1cccs1	>100µM*	-0.8%	0.7%	-0.3%	-22.4%	14.4%	18.5	0.1	-4.3%	2.9%
Cn1cc(CNC(=O)C23CC4CC(CC(C4)C2)C3)cn1	i	-0.4%	-3.7%	-1.3%	9.6%	-0.7%	4.8	4.3	-0.3%	1.0%
C#CCNC(=O)C1=C[C@@H](c2ccc(Br)cc2)C[C@@H](OCc2ccc(CO)cc2)O1	i	-0.8%	-3.1%	1.5%	8.5%	0.0%	21.8	5.0	-0.1%	4.3%
O=C(C1CC(c2ccc(F)cc2)=NO1)N1CCCCC1 (stereo unspecified)	i	-0.3%	-6.3%	3.6%	-0.7%	-4.9%	-9.2	-9.4	-1.1%	-0.3%
O=c1[nH]cnc2c1cnn2Cc1ccccc1Cl	.	0.1%	.	-0.2%[50 µM]	1.7%	-7.3%	.	.	.	7.2%
NNC(=O)C1CCN(S(=O)(=O)c2ccc(Cl)cc2)CC1	.	.	.	-0.5%	3.7%	-5.4%	.	.	.	-0.5%
Cn1c(=O)c2c(SCC(=O)c3ccccc3)nc(C3CC3)nc2n(C)c1=O	i	0.1%	-1.5%	1.7%	1.7%	-0.7%	-11.2	-2.5	-1.0%	0.5%
Nc1nc2c(ncn2CCC(CO)CO)c(=O)[nH]1	i	0.3%	.	.	5.8%	.	.	.	.	0.8%
Cc1cccc(-n2c(SCC(=O)Nc3cccc(S(=O)(=O)NC4=NCCCCC4)c3)nc3ccccc3c2=O)c1C	i	0.6%	2.0%	0.5%	6.0%	-4.5%	2.2	-12.7	-1.8%	9.5%
COc1ccc(-c2csc(Nc3ncccc3C)n2)cc1OC	i	0.6%	-2.8%	0.2%	10.3%	-4.8%	5.9	11.4	2.6%	10.1%
Cc1cc(C)n(-c2nc(SCCN(C)C)c3c4c(sc3n2)CCCC4)n1	i	-2.3%	0.5%	6.4%	25.3%	-4.1%	-7.0	-7.4	-1.5%	-2.1%
COc1ccccc1-c1nc(COc2ccc(Cl)cc2Cl)no1	i	-0.3%	.	-2.4%	6.5%	-16.9%	.	.	.	.
CCOc1cc(C2/C(=C(/O)c3ccc(OC(C)C)cc3)C(=O)C(=O)N2CCCOC)ccc1O (stereo unspecified)	i	1.2%	-9.4%	0.3%	7.5%	2.8%	2.0	11.5	-1.0%	0.6%
O=C(Nc1nnc(SCc2ccc(F)cc2)s1)C1CC(=O)N(Cc2ccccc2)C1 (stereo unspecified)	i	-0.2%	1.9%	1.0%[50 µM]	14.5%	-2.6%	-16.6	7.8	-2.0%	11.0%
N#C/C(=C(/O)CO/N=C/c1ccccc1Cl)c1nc2ccccc2[nH]1	i	-0.4%	.	0.6%	6.9%	0.8%	.	.	.	.
O=C(Nc1cccnc1)c1cc2cc(Br)ccc2o1	.	-0.3%	.	-0.4%	6.0%	-6.2%	.	.	.	10.9%
Cn1nc(-c2ccc(C(=O)Nc3cccc(Cl)c3)cc2)c2ccccc2c1=O	i	-0.2%	-7.4%	0.1%	1.4%	-2.6%	-7.6	-1.3	-0.4%	2.2%
Cc1cnc(NC(=O)c2c(Cl)cnn2C)s1	.	0.2%	.	-0.5%[50 µM]	4.7%	-2.0%	.	.	.	0.6%
CC(NC(=O)Nc1ccc([N+](=O)[O-])cc1)C(c1cccs1)N1CCCC1 (stereo unspecified)	i	-0.7%	-2.9%	-0.2%	7.4%	-6.2%	-15.6	-5.5	-0.7%	3.4%
O=C1c2ccccc2C(=O)N1CCCc1nc(-c2ccncc2)no1	i	-0.2%	-1.8%	0.8%	3.9%	-3.1%	5.4	18.4	0.6%	6.1%	Dengue-2 NS5 capping pilot replicate=0.3
Cn1nnnc1SCC(=O)N1CCN(Cc2ccccc2)CC1	i	0.2%	-2.7%	6.8%	11.2%	-3.3%	-4.3	-5.1	1.5%	1.4%
C=CCn1c(SCc2ccc(Cl)c(Cl)c2)nnc1C(CO)NC(=O)c1ccc(OC)cc1 (stereo unspecified)	i	-0.8%	-7.0%	-2.0%[50 µM]	14.8%	-0.6%	7.0	18.4	-1.6%	15.3%
CCCCCCCCCc1nc2sc3c(c2c(=O)n1NC(=O)c1ccc([N+](=O)[O-])cc1)CC(C)(C)OC3	i	12.1%	-0.8%	1.5%[50 µM]	6.8%	4.2%	64.4*	22.3*	-4.2%	3.8%
NC(=O)CC(NC(=O)c1ccccc1)c1ccc(NCc2ccc(F)c(F)c2)c([N+](=O)[O-])c1 (stereo unspecified)	.	-1.0%	.	0.7%	18.7%	-9.8%	.	.	.	2.0%
O=C(NCc1ccc2c(c1)OCO2)c1cc(COc2c(F)cccc2F)on1	.	-0.8%	.	0.0%	22.0%	-9.3%	.	.	.	0.8%
Cc1nnc(NC(=O)C2(c3ccccc3)CCOCC2)s1	i	0.0%	-6.4%	2.5%	22.3%	-5.6%	10.2	14.1	1.4%	1.3%
COc1ccccc1N(CC(=O)NCC1CCCO1)C(=O)CNS(=O)(=O)c1ccc(C)cc1 (stereo unspecified)	i	-0.4%	-4.9%	-0.2%	5.0%	-0.8%	-17.0	-4.0	-0.9%	0.7%
CSc1nnc(C)c(=O)n1COC(=O)c1ccc(S(=O)(=O)N(C)C)cc1	i	1.0%	-18.0%	3.3%[50 µM]	8.7%	-1.0%	-14.9	-1.7	10.7%	2.2%
CCn1ncc(C(=O)Nc2cccc(Cl)c2)c1C	i	-0.8%	-2.6%	0.8%[50 µM]	4.4%	-0.6%	5.4	17.0	-3.2%	1.5%
O=C(c1ccc2c(=O)n(CCc3ccccc3)c(=O)[nH]c2c1)N1CCN(c2ccccc2)CC1	.	-0.5%	.	0.1%	5.7%	-10.0%	.	.	.	7.2%
N/C(=N\N=C\c1ccc2c(c1)OCO2)c1nonc1N	i	0.1%	0.5%	-0.3%	7.7%	-6.2%	-11.6	-3.9	-1.9%	-1.8%
Cc1ccccc1C(=O)NC1CCN(CC(=O)NC2CCCCC2)CC1	.	0.0%	.	-0.6%	12.4%	-5.1%	.	.	.	0.4%
CCOC(=O)c1ccc(Nc2cnc3ccccc3n2)cc1	i	0.2%	-12.2%	0.5%	8.2%	-6.0%	5.4	7.0	0.2%	0.6%
CCN(c1ccc(OC)cc1)S(=O)(=O)c1nnc(NC(=O)c2ccc(C)cc2)s1	.	0.2%	.	0.2%	13.5%	-1.8%	.	.	.	1.4%
COc1ccc(/C=C/C(=O)N2CCC(C(N)=O)CC2)cc1S(=O)(=O)N1CCOCC1	i	0.5%	-10.3%	0.1%	2.0%	-2.3%	-8.8	-5.9	-0.4%	-0.6%
COCCn1c(C)cc(/C=C(\C#N)C(=O)OC(C)C(=O)Nc2ccc(NC(C)=O)cc2)c1C (stereo unspecified)	.	.	.	0.5%[50 µM]	11.3%	10.2%	.	.	.	-0.8%
O=C(CCc1ccccc1)Nc1ccccc1C(F)(F)F	i	0.0%	-4.2%	0.2%	13.3%	-2.8%	2.3	0.8	-2.1%	0.2%
O=C1CCC(C(=O)N2CCC(CO)CC2)CN1Cc1ccc(Cl)cc1 (stereo unspecified)	.	0.3%	.	0.1%	10.8%	-0.7%	.	.	.	2.6%
